NPR2 activator – GC-B (human) receptor activation | activation, % at 10 µM | P20594 | HEK293-GC-B cells, CNP EC30, cGMP TR-FRET; 0% at EC30 CNP, 100% saturating CNP | actives 0.11% (n = 370,000);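 active = activation at 10 µM reaching about 35% in either raw or pattern-adjusted values, limit read from the data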
NPR1 activator – GC-A (human) enzyme activation | P16066 | activation, % at 10 µM | HEK293 GC-A cells, cGMP TR-FRET, EC30 ANP; 0% at EC30 ANP, 100% saturating ANP | actives 0.14% (n = 370,000); in the data active = activation above about 40%
ssDAF-12 act – S. stercoralis DAF-12 activation, primary screen; HEK293 ssDAF-12/GRIP1 lit1-tk-luc reporter, luminescence; % of 3 µM dafachronic acid response; activation, % at 6.8 µM; actives 1% (n = 370,000); AID 652126;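 active = activation above the mean over all tested compounds plus 3 SD, cut at about 0.9% in these data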;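 also: 0% = DMSO-only wells and 100% = 3 µM delta7-dafachronic acid wells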
hgDAF-12 ag – agonists of H. glycines DAF-12 nuclear receptor; HEK293 GAL4-hgDAF12 UAS-luciferase reporter, agonist luminescence; normalized to butyrate control; activation, % at 6.8 µM; AID 687014; actives 1.8% (n = 370,000);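 active = activation above a cutoff set at the mean of all screened compounds plus 3 SD, cut at about 10% in these data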;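 also: 0% = DMSO wells and 100% = sodium butyrate wells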
hcDAF-12 act – activates DAF-12 receptor from parasite H. contortus. activation, % at 6.8 µM. HEK293 hcDAF-12 lit1-tk-luc reporter, luminescence; 0% DMSO, 100% Δ7-dafachronic acid. actives 1.4% (n = 370,000). AID 652067;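 active = activation above the mean of all tested compounds plus 3 SD, cut at about 5.5% in these data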;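 also: 100% = response to 3 µM Δ7-dafachronic acid high control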
sPLA2-III inh – Inhibits HGIII-sPLA2 liposome hydrolysis, primary screen. QFRET BODIPY PC-A2 liposome hydrolysis, fluorescence. inhibition, % at 12.2 µM. actives 0.56% (n = 370,000);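 active = inhibition above mean plus 3 SD of compounds lying within the high and low control bounds, cut at about 19% in these data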;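 also: 0% = median of test compound wells and 100% = no enzyme DMSO wells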
Target sequence (Q9NZ20 whole entry, looked up): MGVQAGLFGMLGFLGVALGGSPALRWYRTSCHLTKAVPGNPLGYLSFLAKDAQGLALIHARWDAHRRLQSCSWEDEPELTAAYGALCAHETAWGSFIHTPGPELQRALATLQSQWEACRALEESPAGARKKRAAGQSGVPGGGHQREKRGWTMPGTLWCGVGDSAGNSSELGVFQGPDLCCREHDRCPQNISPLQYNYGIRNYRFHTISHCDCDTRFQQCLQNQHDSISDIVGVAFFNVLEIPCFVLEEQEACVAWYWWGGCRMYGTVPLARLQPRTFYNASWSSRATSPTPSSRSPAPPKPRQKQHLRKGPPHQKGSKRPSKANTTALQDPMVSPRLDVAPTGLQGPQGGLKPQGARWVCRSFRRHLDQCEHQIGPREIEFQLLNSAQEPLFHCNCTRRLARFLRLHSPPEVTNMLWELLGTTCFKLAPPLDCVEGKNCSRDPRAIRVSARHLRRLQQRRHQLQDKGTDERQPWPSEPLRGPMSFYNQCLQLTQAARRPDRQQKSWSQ
DAX1 inh-1 – DAX1 (NR0B1) inhibition, primary screen | inhibition, % at 6.8 µM | AID 652010 | actives 1.1% (n = 370,000) | HEK293T StAR-luciferase reporter, SF-1/DAX-1 repression relief;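 active = inhibition above the mean over all tested compounds plus 3 SD, cut at about 3.6% in these data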;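 also: 0% = DAX-1 cells with DMSO and 100% = cells lacking DAX-1 with DMSO; higher inhibition means more luminescence from relief of DAX-1 repression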
GAA850 FXN act – frataxin GAA850 promoter activation. HEK293 lucGAA850 FXN promoter luciferase reporter, 24 h; percent of 10 µM SAHA response. activation, % at 6 µM. actives 0.56% (n = 360,000). AID 540364;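 active = activation above the average of all compounds screened plus 3 SD, cutoff fixed separately per campaign, cut at about 7.5% in these data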;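 also: 0% = DMSO wells and 100% = 10 µM SAHA wells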
DAX1 inh-2 – NR0B1 (DAX1) inhibition. AID 504766. P51843. actives 0.99% (n = 340,000). HEK293 Gal4-DAX1 luciferase reporter, luminescence. inhibition, % at 6.75 µM;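 active = inhibition above the mean over all tested compounds plus 3 SD, cut at about 4.2% in these data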;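 also: 0% = DAX1-transfected cells with DMSO and 100% = empty-vector control cells with DMSO; inhibition shows as a rise in luminescence from relieved DAX1 repression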
ADAM10 inh – ADAM10 inhibition, QFRET primary screen; O14672; recombinant ADAM10, EDANS/DABCYL FRET peptide cleavage, 3 h; inhibition, % at 7 µM; actives 0.62% (n = 370,000); AID 720582;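 active = inhibition above a per-campaign cutoff equal to the mean of compounds falling between control-based bounds plus 3 SD, cut at about 20% in these data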;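 also: 0% = DMSO wells while the 100% control is not disclosed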
Target sequence (O14672 214-748 limits assumed): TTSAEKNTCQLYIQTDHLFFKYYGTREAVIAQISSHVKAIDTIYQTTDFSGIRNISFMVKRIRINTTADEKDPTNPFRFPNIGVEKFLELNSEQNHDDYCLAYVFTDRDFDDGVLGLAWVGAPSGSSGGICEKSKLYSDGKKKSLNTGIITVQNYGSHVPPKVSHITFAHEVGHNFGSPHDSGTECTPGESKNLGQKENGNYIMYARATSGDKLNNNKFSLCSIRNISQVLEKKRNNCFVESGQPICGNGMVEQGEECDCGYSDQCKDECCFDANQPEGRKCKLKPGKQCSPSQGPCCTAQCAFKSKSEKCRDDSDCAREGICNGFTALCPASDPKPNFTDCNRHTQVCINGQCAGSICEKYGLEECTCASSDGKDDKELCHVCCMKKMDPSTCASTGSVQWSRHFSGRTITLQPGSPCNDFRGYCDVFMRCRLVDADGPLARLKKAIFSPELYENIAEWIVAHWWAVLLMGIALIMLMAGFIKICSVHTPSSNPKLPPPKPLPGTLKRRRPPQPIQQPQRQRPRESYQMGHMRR
SMARCA2 act – increases SMARCA2 function in MMTV reporter cells | activation, % at 9.1 µM | actives 1% (n = 370,000) | MG213 cells, MMTV-luciferase reporter, dexamethasone, overnight | AID 652017; in the data active = activation above about 7.8%;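 also: 0% = vehicle wells and 100% = reference activator wells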
Numbers without * were called inactive; & = joins results of further samples.

O=C(Nc1cccc(Cl)c1)c1ccc(S(=O)(=O)NCC2CCCO2)cc1 (centres undefined) was read as NPR2 activator -8, NPR1 activator -5, ssDAF-12 act -1.7, hgDAF-12 ag -1.8, hcDAF-12 act -3.3, sPLA2-III inh -8, DAX1 inh-1 -1.1, GAA850 FXN act -0.4, DAX1 inh-2 -0.9, ADAM10 inh 13 and SMARCA2 act -4.
O=c1c2cc(Cl)cc(Cl)c2nc2n1CCC2 was read as NPR2 activator 1, NPR1 activator 3, ssDAF-12 act -1.5, hgDAF-12 ag 1.3, hcDAF-12 act 0.3, sPLA2-III inh 3, DAX1 inh-1 1.3, GAA850 FXN act 1.4, DAX1 inh-2 2.5, ADAM10 inh -1 and SMARCA2 act -1.
Screening Cc1cc(C)cc(OCC(=O)Nc2ccc3c4c(cccc24)CC3)c1 returned NPR2 activator 1, NPR1 activator 3, ssDAF-12 act -0.8, hgDAF-12 ag 0.8, hcDAF-12 act -0.1, sPLA2-III inh 6, DAX1 inh-1 -0.2, GAA850 FXN act -2.5, DAX1 inh-2 0.6, ADAM10 inh -8 and SMARCA2 act -2.
`Cc1[nH]c(=O)[nH]c(=O)c1S(=O)(=O)NCCOC12CC3CC(CC(C3)C1)C2` gave NPR2 activator -1, NPR1 activator 2, ssDAF-12 act -0.8, hgDAF-12 ag -0.7, hcDAF-12 act -0.8, sPLA2-III inh 1, DAX1 inh-1 0.2, GAA850 FXN act -0.4, DAX1 inh-2 -0.5, ADAM10 inh -2 and SMARCA2 act 4.
CCc1n[nH]c(=S)n1/N=C/c1c(C)nn(-c2ccccc2)c1Cl was read as NPR2 activator -9, NPR1 activator 0, ssDAF-12 act -1.5, hgDAF-12 ag -3.0, hcDAF-12 act -1.3, sPLA2-III inh -2, DAX1 inh-1 0.1, GAA850 FXN act 2.8, DAX1 inh-2 0.7, ADAM10 inh -2 and SMARCA2 act 4.
Screening O=C(/C=C/c1ccc(Br)o1)NC(c1ccccc1)c1ccccc1 returned NPR2 activator -6, NPR1 activator -3, ssDAF-12 act -1.6, hgDAF-12 ag -0.3, hcDAF-12 act -2.9, sPLA2-III inh 2, DAX1 inh-1 -0.8, GAA850 FXN act -1.9, DAX1 inh-2 -1.1, ADAM10 inh 9 and SMARCA2 act 0.
For O=C(COC(=O)c1cn(-c2ccccc2)nc1-c1ccccc1)Nc1ncc(Cl)cc1Cl the results were NPR2 activator -3, NPR1 activator -5, ssDAF-12 act -0.8, hgDAF-12 ag -2.3, hcDAF-12 act -0.2, sPLA2-III inh -5, DAX1 inh-1 1.6, GAA850 FXN act -0.1, DAX1 inh-2 2.0, ADAM10 inh -10 and SMARCA2 act -2.
O=C(c1ccc(OCCN2CCCCC2)cc1)c1c(-c2ccc(O)cc2)sc2cc(O)ccc12 was read as NPR2 activator -1&-1, NPR1 activator -10&-12, ssDAF-12 act -1.1&-1.1, hgDAF-12 ag -2.2&1.2, hcDAF-12 act 0.6&-0.7, sPLA2-III inh -51&-34, DAX1 inh-1 2.7&1.6, GAA850 FXN act -0.4&0.2, DAX1 inh-2 1.3&-0.3, ADAM10 inh 6&8 and SMARCA2 act 0&-6.
`Nc1nn(-c2cccc(F)n2)cc1-c1ccccc1` gave NPR2 activator 2, NPR1 activator 1, ssDAF-12 act 1.1*, hgDAF-12 ag 17*, hcDAF-12 act 11*, sPLA2-III inh 0, DAX1 inh-1 4.6*, GAA850 FXN act 2.9, DAX1 inh-2 1.6, ADAM10 inh 5 and SMARCA2 act 5.
Screening CCCCNC(=O)COC(=O)c1ccc(Cl)c(S(N)(=O)=O)c1 returned NPR2 activator 3, NPR1 activator 4, ssDAF-12 act -1.3, hgDAF-12 ag -0.5, hcDAF-12 act 0.0, sPLA2-III inh 3, DAX1 inh-1 -0.6, GAA850 FXN act 1.5, DAX1 inh-2 -0.9, ADAM10 inh -9 and SMARCA2 act 3.
Screening COc1ccc(N2CCN(C(=S)Nc3ccc(F)cc3)CC2)cc1 returned NPR2 activator 3, NPR1 activator 2, ssDAF-12 act -0.4, hgDAF-12 ag -0.7, hcDAF-12 act -0.8, sPLA2-III inh 5, DAX1 inh-1 -0.1, GAA850 FXN act -0.7, DAX1 inh-2 -2.2, ADAM10 inh 3 and SMARCA2 act -2.
Screening CC(=O)Nc1ccc2c(c1)ncn2-c1ccc(C)cc1 returned NPR2 activator -2, NPR1 activator -4, ssDAF-12 act -0.4, hgDAF-12 ag 10, hcDAF-12 act 2.9, sPLA2-III inh 8, DAX1 inh-1 3.4, GAA850 FXN act 5.1, DAX1 inh-2 2.5, ADAM10 inh 3 and SMARCA2 act 5.
CCc1ccc2[nH]c3nc(SCC(=O)NCC4CCCO4)nnc3c2c1 (centres undefined) was read as NPR2 activator -5, NPR1 activator 0, ssDAF-12 act -0.3, hgDAF-12 ag 0.8, hcDAF-12 act -0.9, sPLA2-III inh -3, DAX1 inh-1 -0.9, GAA850 FXN act 2.1, DAX1 inh-2 -0.3, ADAM10 inh 7 and SMARCA2 act 0.
CCOC(=O)CC1COCCN1C(=O)c1cc(COc2ccc(F)cc2Cl)on1 (centres undefined) was read as NPR2 activator -2, NPR1 activator 9, ssDAF-12 act -1.2, hgDAF-12 ag 0.4, hcDAF-12 act -1.5, sPLA2-III inh 0, DAX1 inh-1 -0.8, GAA850 FXN act 0.9, DAX1 inh-2 -0.4, ADAM10 inh -8 and SMARCA2 act 5.
For CCN(CC)C(=O)CSc1nc2sc(C)c(C)c2c(=O)[nH]1 the results were NPR2 activator -3, NPR1 activator -2, ssDAF-12 act -1.4, hgDAF-12 ag 0.6, hcDAF-12 act -2.2, sPLA2-III inh -3, DAX1 inh-1 0.7, GAA850 FXN act -0.1, DAX1 inh-2 -0.9, ADAM10 inh -11 and SMARCA2 act -1.
COC(=O)CCC(=O)N1CCCC(CO)(Cc2ccccc2F)C1 (centres undefined) was read as NPR2 activator 1, NPR1 activator -2, ssDAF-12 act -1.2, hgDAF-12 ag -0.3, hcDAF-12 act -1.0, sPLA2-III inh -1, DAX1 inh-1 -0.2, GAA850 FXN act 1.3, DAX1 inh-2 0.5, ADAM10 inh -6 and SMARCA2 act -1.
Screening Cc1nnc(SCC(=O)N2CCC(Cc3ccccc3)CC2)n(N)c1=O returned NPR2 activator 3, NPR1 activator 3, ssDAF-12 act -0.8, hgDAF-12 ag -0.9, hcDAF-12 act -1.4, sPLA2-III inh -1, DAX1 inh-1 0.8, GAA850 FXN act 0.9, DAX1 inh-2 0.4, ADAM10 inh -4 and SMARCA2 act 2.
Screening CCc1nc(Cl)c(C#N)c2c1CSC(C)(C)C2 returned NPR2 activator 6, NPR1 activator 4, ssDAF-12 act -0.7, hgDAF-12 ag 2.5, hcDAF-12 act 0.5, sPLA2-III inh 12, DAX1 inh-1 0.3, GAA850 FXN act 4.9, DAX1 inh-2 1.8, ADAM10 inh 3 and SMARCA2 act -1.
For COc1ccc(CC(C)N2CCN(c3cccc(C(F)(F)F)c3)CC2)cc1OC (centres undefined) the results were NPR2 activator -4, NPR1 activator 2, ssDAF-12 act -2.0, hgDAF-12 ag -1.1, hcDAF-12 act -2.5, sPLA2-III inh 6, DAX1 inh-1 0.0, GAA850 FXN act 1.3, DAX1 inh-2 -1.1, ADAM10 inh 13 and SMARCA2 act -3.
`O=c1c(-c2ccccc2)coc2cc(O)ccc12` gave NPR2 activator -2, NPR1 activator 2, ssDAF-12 act -0.7, hgDAF-12 ag 11*, hcDAF-12 act 2.6, sPLA2-III inh 3, DAX1 inh-1 3.8*, GAA850 FXN act 5.7, DAX1 inh-2 2.4, ADAM10 inh -498 and SMARCA2 act 3.
Screening COc1ccc(N(C(=O)CNC(=O)c2ccco2)C(C(=O)NC2CCCC2)c2cccnc2)cc1 (centres undefined) returned NPR2 activator -1, NPR1 activator -1, ssDAF-12 act -1.0, hgDAF-12 ag 5.4, hcDAF-12 act -1.9, sPLA2-III inh -2, DAX1 inh-1 0.6, GAA850 FXN act 0.1, DAX1 inh-2 -0.2, ADAM10 inh -1 and SMARCA2 act -3.
CCC1CCCCN1CCCNC(=O)c1ccc2c(c1)N(Cc1ccc(F)cc1)C(=O)c1ccccc1S2=O (centres undefined) was read as NPR2 activator 2, NPR1 activator 0, ssDAF-12 act -0.9, hgDAF-12 ag 0.0, hcDAF-12 act 2.0, sPLA2-III inh -15, DAX1 inh-1 0.7, GAA850 FXN act -8.1, DAX1 inh-2 0.2, ADAM10 inh 2 and SMARCA2 act 2.
For Cc1cccc(Cl)c1OCCCCn1ccnc1 the results were NPR2 activator 0, NPR1 activator 0, ssDAF-12 act -2.0, hgDAF-12 ag 1.1, hcDAF-12 act -1.0, sPLA2-III inh -8, DAX1 inh-1 -1.3, GAA850 FXN act 1.4, DAX1 inh-2 1.3, ADAM10 inh 8 and SMARCA2 act -2.
Screening S=C(NCCCNC(=S)Nc1ccccc1)Nc1ccccc1 returned NPR2 activator 6, NPR1 activator -2, ssDAF-12 act -1.7, hgDAF-12 ag 2.8, hcDAF-12 act -2.3, sPLA2-III inh 13, DAX1 inh-1 -1.5, GAA850 FXN act 0.1, DAX1 inh-2 -0.3, ADAM10 inh -1 and SMARCA2 act -3.
Screening OC(COc1ccc(F)cc1Cl)CN1CCc2ccccc2C1 (centres undefined) returned NPR2 activator 5, NPR1 activator 1, ssDAF-12 act -0.9, hgDAF-12 ag 1.6, hcDAF-12 act -0.8, sPLA2-III inh 5, DAX1 inh-1 0.3, GAA850 FXN act -1.8, DAX1 inh-2 -0.9, ADAM10 inh 6 and SMARCA2 act -3.
Screening Cn1cc(/C=C(\NC(=O)c2ccccc2)C(=O)NCCCn2ccnc2)c2ccccc21 returned NPR2 activator -5, NPR1 activator -1, ssDAF-12 act -1.5, hgDAF-12 ag -0.5, hcDAF-12 act -0.7, sPLA2-III inh -10, DAX1 inh-1 0.2, GAA850 FXN act -1.6, DAX1 inh-2 2.2, ADAM10 inh -5 and SMARCA2 act -4.
`C[C@H](CO)N1C[C@H](C)[C@@H](CN(C)Cc2cccnc2)OCc2cnnn2CCCC1=O` gave NPR2 activator 1, NPR1 activator 0, ssDAF-12 act -1.1, hgDAF-12 ag -0.9, hcDAF-12 act 2.1, sPLA2-III inh 11, DAX1 inh-1 0.7, GAA850 FXN act 1.5, DAX1 inh-2 0.5, ADAM10 inh -1 and SMARCA2 act -5.
For Cc1cc(=O)cc(C)n1-c1ccccc1N1CCOCC1 the results were NPR2 activator 7, NPR1 activator -4, ssDAF-12 act -1.0, hgDAF-12 ag -0.6, hcDAF-12 act -1.2, sPLA2-III inh -2, DAX1 inh-1 -0.3, GAA850 FXN act 0.1, DAX1 inh-2 -0.6, ADAM10 inh -2 and SMARCA2 act -1.
`CC(C)C[C@@H]1COc2cc(Br)ccc2S(=O)(=O)N1Cc1cn(CCC2OCCCO2)nn1` gave NPR2 activator 4, NPR1 activator 1, ssDAF-12 act 0.0, hgDAF-12 ag -2.1, hcDAF-12 act 0.1, sPLA2-III inh 23*, DAX1 inh-1 -1.1, ADAM10 inh -15 and SMARCA2 act -3.

Bioassay records (PubChem BioAssay)
